SRC1 TRFRET art: flags TR-FRET format artefacts in PPARgamma SRC-1 recruitment agonist screen; TR-FRET detection artefact counter-screen, emission ratio; hits give high values; 99,000 tested, 0.34% active; TR-FRET ratio at 8 µM; AID 1051; in the data active = TR-FRET ratio above about 2300; also: inactives centre near 1800; reference of the scale not given here
SRC3 TRFRET art: TR-FRET artefact, counter-screen to PPARgamma/SRC-3 agonist assay; TR-FRET ratio at 8 µM; 99,000 tested, 0.39% active; AID 1048; PPARgamma/SRC-3 format; hits give high values; in the data active = TR-FRET ratio above about 2000; also: inactives centre near 1600; reference of the scale not given here
Starred values were filed as active, the others as inactive.

COC(=O)c1cn(NC(=O)c2ccc(OC)c([N+](=O)[O-])c2)c(=O)c2ccccc12 was read as SRC1 TRFRET art 1863 and SRC3 TRFRET art 1706.
CC(C)(C)NC(=O)NC(=O)COC(=O)COc1ccc(Cl)cc1Cl was read as SRC1 TRFRET art 1405 and SRC3 TRFRET art 1599.
For COc1ccccc1CNC(=O)C1CCC1 the results were SRC1 TRFRET art 1637 and SRC3 TRFRET art 1731.
Screening Cc1ccc2nc(-c3ccc(NC(=S)NC4CC(C)(C)NC(C)(C)C4)cc3)sc2c1 returned SRC1 TRFRET art 1769 and SRC3 TRFRET art 1712.
`CN(C)c1nc(C=C(C#N)C#N)c(Cl)n1-c1ccc(F)cc1` gave SRC1 TRFRET art 1988 and SRC3 TRFRET art 1777.
CCc1nc2c(n1O)CCc1nonc1-2 was read as SRC1 TRFRET art 1973 and SRC3 TRFRET art 1638.
Screening CCCN1C(=O)/C(=N\OCC(=O)NC23CC4CC(CC(C4)C2)C3)c2ccccc21 returned SRC1 TRFRET art 1579 and SRC3 TRFRET art 1551.
Screening O=C1N(Cc2cccc(Cl)c2)C[C@@H]2C[C@@H](c3cccc4ncccc34)N3CCC[C@@]123 returned SRC1 TRFRET art 1770 and SRC3 TRFRET art 1717.
For COc1ccc(NS(=O)(=O)c2cc(NC(=O)c3cccs3)ccc2N2CCOCC2)cc1 the results were SRC1 TRFRET art 1797 and SRC3 TRFRET art 1892.
`Cc1cc(C)cc(C(=O)NCC(=O)OCC(=O)c2cc(C)n(CC(F)(F)F)c2C)c1` gave SRC1 TRFRET art 2079 and SRC3 TRFRET art 1717.
Screening Cc1ccc(-n2c(-c3ccco3)n[nH]c2=S)cc1 returned SRC1 TRFRET art 1922 and SRC3 TRFRET art 1689.
Screening O=C(NC(=S)NCCCN1CCOCC1)c1ccc([N+](=O)[O-])cc1 returned SRC1 TRFRET art 1532 and SRC3 TRFRET art 1492.
Screening CC1=CC(C)(C)N(C(=O)CNC2CCCCC2)c2cc(C)ccc21 returned SRC1 TRFRET art 1702 and SRC3 TRFRET art 1542.
CC(C)C(NC(=S)Nc1ccccc1)C(=O)O (stereo not drawn) was read as SRC1 TRFRET art 1658 and SRC3 TRFRET art 1522.
For CCc1cccc(CC)c1NC(=S)NCCc1ccc(O)c(O)c1 the results were SRC1 TRFRET art 1527 and SRC3 TRFRET art 1502.
`C/C(CC(=O)NC12CC3CC(CC(C3)C1)C2)=N\NC(=O)Cc1cccs1` gave SRC1 TRFRET art 1798 and SRC3 TRFRET art 1357.
For O=C1CC(N2CCN(c3ccccc3)CC2)C(=O)N1Cc1ccc(Cl)cc1 (stereo not drawn) the results were SRC1 TRFRET art 1928 and SRC3 TRFRET art 1652.
CNC(=O)c1cc2ncc(C(F)(F)F)cc2s1 was read as SRC1 TRFRET art 1765 and SRC3 TRFRET art 1538.
Screening C/C(=N\NC(=S)Nc1ccc(C)cc1)c1cccc(N)c1 returned SRC1 TRFRET art 1790 and SRC3 TRFRET art 1778.
`Cc1ccc(OCc2nnc(SC(C)C(=O)O)n2Cc2ccccc2)cc1` (stereo not drawn) gave SRC1 TRFRET art 1673 and SRC3 TRFRET art 1609.
`CC(=O)Nc1ccc(NC(=O)c2ccccc2S(=O)(=O)c2ccccc2[N+](=O)[O-])cc1` gave SRC1 TRFRET art 1777 and SRC3 TRFRET art 1565.
O=C1/C(=C\c2cccnc2)CN(Cc2ccccc2)C/C1=C\c1cccnc1 was read as SRC1 TRFRET art 1806 and SRC3 TRFRET art 1622.
C(=N\Nc1nc(Nc2ccccc2)nc(N2CCCCC2)n1)/c1ccco1 was read as SRC1 TRFRET art 1797 and SRC3 TRFRET art 1600.
CCOc1ccc(CCNC(=O)CSc2cc(=O)n(C)c3cc(Cl)ccc23)cc1OCC was read as SRC1 TRFRET art 1696 and SRC3 TRFRET art 1594.
O=c1c2ccccc2nc2ccccn12 was read as SRC1 TRFRET art 1875 and SRC3 TRFRET art 1610.
`Cc1cccc(CSCCNC(=O)CCSc2ccccc2)c1` gave SRC1 TRFRET art 1877 and SRC3 TRFRET art 1450.
COc1cccc(OCC(=O)NNC(=S)Nc2ccc(Cl)cc2Cl)c1 was read as SRC1 TRFRET art 1562 and SRC3 TRFRET art 1759.
Cc1ccc(OCCCCN2CCCCC2)c(Br)c1 was read as SRC1 TRFRET art 1481 and SRC3 TRFRET art 1648.
Screening CCSc1nnc2ccc(-c3cccs3)nn12 returned SRC1 TRFRET art 1902 and SRC3 TRFRET art 1646.
For Cc1cc(Cl)c(OCCCCNC(C)(C)C)c(Br)c1 the results were SRC1 TRFRET art 1993 and SRC3 TRFRET art 1674.
Screening CCc1ccccc1NC1=NCC(=O)N1C1CCCC1 returned SRC1 TRFRET art 1865 and SRC3 TRFRET art 1609.
Screening CC(C)c1ccc(/C=N/NC(=O)c2c(Cl)cnn2C)cc1 returned SRC1 TRFRET art 1536 and SRC3 TRFRET art 1658.
For O=C(Nc1nc(-c2ccco2)c(-c2ccco2)s1)C1CCC1 the results were SRC1 TRFRET art 2403* and SRC3 TRFRET art 1995.
Cc1noc(C)c1C(=O)N1CCCC(C(=O)c2ccc(Cl)cc2)C1 (stereo not drawn) was read as SRC1 TRFRET art 1965 and SRC3 TRFRET art 1982.
`CCc1cccc(NC(=S)N2CCC(c3ccccc3)C2)c1` (stereo not drawn) gave SRC1 TRFRET art 1888 and SRC3 TRFRET art 1438.
For Cc1cc(NC(=O)CSc2nnc(-c3c[nH]c4ccccc34)n2-c2ccc(F)cc2)no1 the results were SRC1 TRFRET art 1781 and SRC3 TRFRET art 1443.
For OC(CNCCC(c1ccccc1)c1ccccc1)COc1ccccc1 (stereo not drawn) the results were SRC1 TRFRET art 1607 and SRC3 TRFRET art 1512.
Screening O=C(c1sc2cc(F)ccc2c1Cl)N1CCN(c2ccccc2)CC1 returned SRC1 TRFRET art 1988 and SRC3 TRFRET art 1544.
For CC1Cc2ccccc2N1CC(=O)Nc1ccc(N2CCOCC2)cc1 (stereo not drawn) the results were SRC1 TRFRET art 1971 and SRC3 TRFRET art 1591.
`CC1=C(C(=O)Nc2ccccc2C)C(c2cccs2)NC(=S)N1` (stereo not drawn) gave SRC1 TRFRET art 1879 and SRC3 TRFRET art 1505.
CCCCNCC#CCOc1cc(C)ccc1C(C)C was read as SRC1 TRFRET art 1799 and SRC3 TRFRET art 1496.
O=C(NCCOc1ccc(F)cc1)c1ccccc1SCc1ccccc1 was read as SRC1 TRFRET art 1580 and SRC3 TRFRET art 1584.
CCNCc1ccccc1OCc1ccccc1 was read as SRC1 TRFRET art 1907 and SRC3 TRFRET art 1638.
`CCOC(=O)C1CCCN(Cc2nc(Cc3ccccc3Cl)no2)C1` (stereo not drawn) gave SRC1 TRFRET art 1689 and SRC3 TRFRET art 1579.
C=CCN1C(=O)C(Cc2ccc(F)cc2)S/C1=N/N=C/c1ccco1 (stereo not drawn) was read as SRC1 TRFRET art 1747 and SRC3 TRFRET art 1607.
COc1ccc(OC)c(/C=C/C(=O)OCC(=O)Nc2cccc(C(C)=O)c2)c1 was read as SRC1 TRFRET art 1873 and SRC3 TRFRET art 1513.
Screening CC(=O)N1CCN(c2ccc(NC(=O)c3ccc(OCc4ccccc4)cc3)cc2)CC1 returned SRC1 TRFRET art 1981 and SRC3 TRFRET art 1578.
Screening Cc1ccc(NC(=O)C(c2ccccc2)N(C)C)cc1Cl (stereo not drawn) returned SRC1 TRFRET art 1607 and SRC3 TRFRET art 1605.
Screening Cc1ccccc1-n1c(SCC(=O)NC(N)=O)nc2sc(-c3ccccc3)cc2c1=O returned SRC1 TRFRET art 1899 and SRC3 TRFRET art 1682.
Screening Cn1c(SCC(=O)N2CCCC2)nc2cccnc21 returned SRC1 TRFRET art 2179 and SRC3 TRFRET art 1553.
Screening COc1cc(C)c(NC(=S)Nc2ccc(C)c(Cl)c2)cc1OC returned SRC1 TRFRET art 1767 and SRC3 TRFRET art 1456.
`COC(=O)c1ccc(-c2ccc(C(c3c(C)[nH][nH]c3=O)c3c(C)[nH][nH]c3=O)o2)cc1` gave SRC1 TRFRET art 1750 and SRC3 TRFRET art 1582.
For Cc1ccc(S(=O)(=O)N(C)CCCC(=O)Nc2ccc(F)cc2)cc1 the results were SRC1 TRFRET art 1602 and SRC3 TRFRET art 1730.
Screening O=C(CC1NCCNC1=O)Nc1cccc([N+](=O)[O-])c1 (stereo not drawn) returned SRC1 TRFRET art 1913 and SRC3 TRFRET art 1683.
For COc1ccccc1OCCn1c(=O)n(C)c2ccccc21 the results were SRC1 TRFRET art 1605 and SRC3 TRFRET art 1597.
O=C(O)c1ccc2c(c1)C(=O)N(c1cccc(S(=O)(=O)Nc3cccc(C(F)(F)F)c3)c1)C2=O was read as SRC1 TRFRET art 1909 and SRC3 TRFRET art 1642.
CCCCN(C(=O)c1cccc2c(=O)c(C)c(-c3ccccc3)oc12)c1ccccc1 was read as SRC1 TRFRET art 1633 and SRC3 TRFRET art 1409.
Cc1ccc(N2C(=O)CC(N3CCc4ccccc43)C2=O)cc1Cl (stereo not drawn) was read as SRC1 TRFRET art 1966 and SRC3 TRFRET art 1518.
Nc1nnc(CSCc2ccc(F)cc2)s1 was read as SRC1 TRFRET art 1497 and SRC3 TRFRET art 1878.
`O=C(NC(C(=O)N1CCCC1C(=O)O)=C1CCCCC1)c1ccccc1` (stereo not drawn) gave SRC1 TRFRET art 2167 and SRC3 TRFRET art 1487.

7 entries already listed, ordered by length of the SMILES, lowest first.
Nc1nnc(CSCc2ccc(F)cc2)s1 was read as SRC1 TRFRET art 1497 and SRC3 TRFRET art 1878.
Screening Cn1c(SCC(=O)N2CCCC2)nc2cccnc21 returned SRC1 TRFRET art 2179 and SRC3 TRFRET art 1553.
For COc1ccccc1OCCn1c(=O)n(C)c2ccccc21 the results were SRC1 TRFRET art 1605 and SRC3 TRFRET art 1597.
Screening O=C(CC1NCCNC1=O)Nc1cccc([N+](=O)[O-])c1 (stereo not drawn) returned SRC1 TRFRET art 1913 and SRC3 TRFRET art 1683.
Cc1ccc(N2C(=O)CC(N3CCc4ccccc43)C2=O)cc1Cl (stereo not drawn) was read as SRC1 TRFRET art 1966 and SRC3 TRFRET art 1518.
For Cc1ccc(S(=O)(=O)N(C)CCCC(=O)Nc2ccc(F)cc2)cc1 the results were SRC1 TRFRET art 1602 and SRC3 TRFRET art 1730.
Screening Cc1ccccc1-n1c(SCC(=O)NC(N)=O)nc2sc(-c3ccccc3)cc2c1=O returned SRC1 TRFRET art 1899 and SRC3 TRFRET art 1682.

Looked up by structure from the entries so far (4):
Nc1nnc(CSCc2ccc(F)cc2)s1 was read as SRC1 TRFRET art 1497 and SRC3 TRFRET art 1878.
CCCCN(C(=O)c1cccc2c(=O)c(C)c(-c3ccccc3)oc12)c1ccccc1 was read as SRC1 TRFRET art 1633 and SRC3 TRFRET art 1409.
`O=C(NC(C(=O)N1CCCC1C(=O)O)=C1CCCCC1)c1ccccc1` (stereo not drawn) gave SRC1 TRFRET art 2167 and SRC3 TRFRET art 1487.
For COc1ccccc1OCCn1c(=O)n(C)c2ccccc21 the results were SRC1 TRFRET art 1605 and SRC3 TRFRET art 1597.

Next section
For Cc1cccc(C(=O)Nc2nnc(COc3ccccc3)s2)c1 the results were SRC1 TRFRET art 1994 and SRC3 TRFRET art 1650.
`COc1ccccc1/C=C/C(=O)OCC(=O)NNC(=O)c1ccccc1` gave SRC1 TRFRET art 1871 and SRC3 TRFRET art 1723.
For O=C(Nc1ccc2c(c1)OCCO2)C1CC1c1ccccc1 (stereo not drawn) the results were SRC1 TRFRET art 1959 and SRC3 TRFRET art 1593.
CC1(C)CC(=O)C(C(=O)/C=C/c2ccco2)C(=O)C1 was read as SRC1 TRFRET art 1992 and SRC3 TRFRET art 1449.
For COc1ccccc1NCC(=O)NNC(C)C(=O)Nc1cccc(Cl)c1 (stereo not drawn) the results were SRC1 TRFRET art 2028 and SRC3 TRFRET art 1738.
`Cn1c(=O)c2c(nc(Sc3ncnn3CC(=O)NC(C)(C)C)n2C)n(C)c1=O` gave SRC1 TRFRET art 1893 and SRC3 TRFRET art 1592.
Screening CCOC(=O)c1oc2ccccc2c1NC(=O)C(C)(C)C returned SRC1 TRFRET art 1877 and SRC3 TRFRET art 1474.
Cc1ccc(-c2csc3nc(CN(C)Cc4ccccc4)[nH]c(=O)c23)cc1 was read as SRC1 TRFRET art 2140 and SRC3 TRFRET art 1648.
`COc1ccc(CC2(CO)CCN(S(=O)(=O)N(C)C)CC2)cc1` gave SRC1 TRFRET art 1835 and SRC3 TRFRET art 1425.
`CCn1c(SCc2ccc(Cl)cc2)nc2nc3c(cc2c1=O)CCCC3` gave SRC1 TRFRET art 1603 and SRC3 TRFRET art 1489.
`Cc1cc(C)cc(NC(=O)CCN2CCCC2)c1` gave SRC1 TRFRET art 1536 and SRC3 TRFRET art 1639.
CCCn1c(SCC(=O)N2c3ccccc3Sc3ccccc32)nc2ccccc21 was read as SRC1 TRFRET art 1720 and SRC3 TRFRET art 1583.
For O=C(Nc1ccc(C(=O)N2CCOCC2)cc1)c1cc(-c2cccnc2)nc2ccc(Cl)cc12 the results were SRC1 TRFRET art 1925 and SRC3 TRFRET art 1661.
For COc1ccccc1N1C(=O)C2C(c3ccccc3F)NN(C(=O)c3ccc(C)cc3)C2C1=O (stereo not drawn) the results were SRC1 TRFRET art 1547 and SRC3 TRFRET art 1654.
For COc1ccccc1NS(=O)(=O)c1cccc(NC(=O)c2sc3ccccc3c2Cl)c1 the results were SRC1 TRFRET art 2434* and SRC3 TRFRET art 2458*.
`CCCC(=O)NC(=S)Nc1cccc(NC(=O)c2ccccc2Cl)c1` gave SRC1 TRFRET art 1771 and SRC3 TRFRET art 1531.
`COc1cc(OC)cc(C(=O)NCC(=O)OCC(=O)NC(C)(C)C)c1` gave SRC1 TRFRET art 1737 and SRC3 TRFRET art 1685.
O=[N+]([O-])c1cccc(-c2cn3ccccc3n2)c1 was read as SRC1 TRFRET art 1822 and SRC3 TRFRET art 1486.
For N#CCCN(Cc1ccccc1)C(=S)Nc1ccccc1 the results were SRC1 TRFRET art 1890 and SRC3 TRFRET art 1352.

Not all compounds are listed; the hit share may differ from the screen's.
